High-throughput results deposited in PubChem BioAssay by Broad Institute.
E-selectin induc – E-selectin induction in HUVECs, primary screen, imaging, HUVEC, immunofluorescence imaging, single point. hit rate 0.37% among 260,000. AID 686992, 2013. normalized: neutral wells 0, TNF-alpha wells 100. P16581. activation, % at 7.58 µM;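 active = mean E-selectin-positive cell signal at least 10% of the positive control, reached in at least 60% of replicates, without over 20% cell loss; inconclusive = no rule given, readout overlaps actives, possibly toxicity-flagged; inactive = the rest, including those meeting only one limit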;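 also: in these data hits start at about 27%; measured in HUVEC primary endothelial cells; signal is the percent of cells scored E-selectin positive by PE staining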
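System: HUVEC, human umbilical vein endothelial cells; quantity: 3,000 cells/well; buffer or medium: EGM-2 medium, gelatin-coated wells; dosing: single-point compound dose; detection: immunofluorescence imaging; evaluation: % PE-positive cells; benchmarks: TNF-alpha, DMSO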
ARNT TACC3 PPI – disruptors of ARNT/TACC3 protein interaction, primary screen, biochemical, AlphaScreen, single concentration; Transforming acidic coiled-coil-containing protein 3 (Homo sapiens), Q9Y6A5; inhibition, % at 9.99 µM; hit rate 0.66% among 390,000; AlphaScreen His-ARNT PAS-B/GST-TACC3 binding, luminescence; TACC3 fragment carries E629A point mutation;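 active = mean inhibition of replicates at least 50% and at least half of replicates each reaching 50%; inconclusive = half or more replicates reach 50% but mean below 50%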;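 also: 0% = complete ARNT plus TACC3 wells and 100% = ARNT alone without TACC3; many hits fall short of the cut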
ERp5 block – inhibitors of ERp5-driven insulin aggregation, primary screen, biochemical, turbidity, absorbance 650 nm, single point | hit rate 0.05% among 350,000 | 90 min | Protein disulfide-isomerase A6 (Homo sapiens), Q15084 | inhibition, % at 9.99 µM | AID 651711, 2012;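 active = mean replicate inhibition above about 25%, with every replicate also reaching it, limit read from the data, passing the limit was not always enough; inconclusive = only one of those two criteria met; inactive = neither criterion met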
PglD inh – C. jejuni PglD acetyltransferase inhibitors, primary screen, biochemical, DTNB colorimetric, single point; UDP-N-acetylbacillosamine N-acetyltransferase PglD (Campylobacter jejuni); purified PglD enzyme, DTNB colorimetric CoA detection; inhibition, % at 12.5 µM; hit rate 0.098% among 360,000; AID 602405, 2012; in the data active = inhibition above about 16%, passing the limit was not always enough; inconclusive = no clear call, values can overlap the other calls; also: strong numbers were not always called active
RAD54 branch – inhibitors of human RAD54 branch migration, primary screen, biochemical, fluorescence, single point. DNA repair and recombination protein RAD54-like (Homo sapiens), Q92698. RAD54 Holliday junction branch migration, FAM/BHQ fluorescence. inhibition, % at 10.4 µM. hit rate 0.14% among 360,000. AID 602329, 2012;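 active = mean normalized replicate activity at least 40 and at least half of replicates scoring 40 or more; inconclusive = only one of the two criteria met; inactive = mean below 40 and under half of replicates reaching 40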;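 also: 0% = median of neutral control wells and 100% = median of positive control wells; inhibitors cause a drop in the FAM fluorescence signal; in these data hits start at about 50%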
RAD52 inh – RAD52 DNA annealing inhibitors, primary screen, biochemical, FRET, single point, set 2. DNA repair protein RAD52 homolog (Homo sapiens), P43351. recombinant RAD52 DNA annealing, FRET fluorescence. inhibition, % at 18.7 µM. hit rate 0.46% among 360,000. AID 651710, 2012;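 active = every replicate showing at least 50% inhibition; inconclusive = mean inhibition at least 50% but not in every replicate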
Target sequence (P43351 whole entry, looked up): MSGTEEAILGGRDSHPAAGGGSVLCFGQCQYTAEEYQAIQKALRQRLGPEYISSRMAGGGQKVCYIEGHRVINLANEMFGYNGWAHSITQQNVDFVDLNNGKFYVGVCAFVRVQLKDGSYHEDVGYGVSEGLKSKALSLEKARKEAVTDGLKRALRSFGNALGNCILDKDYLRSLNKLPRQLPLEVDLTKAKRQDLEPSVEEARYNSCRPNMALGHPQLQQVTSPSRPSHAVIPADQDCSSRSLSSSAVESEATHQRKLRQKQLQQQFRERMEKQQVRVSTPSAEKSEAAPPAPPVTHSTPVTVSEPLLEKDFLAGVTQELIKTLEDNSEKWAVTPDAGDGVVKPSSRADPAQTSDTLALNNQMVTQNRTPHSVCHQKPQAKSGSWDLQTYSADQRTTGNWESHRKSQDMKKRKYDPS
Casp6 inh – human caspase-6 inhibitors, primary screen, biochemical, VEID-R110 fluorescence, single point, set 2. P55212. hit rate 0.53% among 350,000. inhibition, % at 12.5 µM. purified caspase-6, Z-VEID-R110 cleavage fluorescence;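 active = mean inhibition across replicates at least about 35%, with every replicate also reaching that limit, limit read from the data; inconclusive = only one of the two criteria met; inactive = neither criterion met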;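 also: 0% = median of neutral control wells and 100% = no fluorescence left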
Target sequence (P55212 24-179 limits assumed): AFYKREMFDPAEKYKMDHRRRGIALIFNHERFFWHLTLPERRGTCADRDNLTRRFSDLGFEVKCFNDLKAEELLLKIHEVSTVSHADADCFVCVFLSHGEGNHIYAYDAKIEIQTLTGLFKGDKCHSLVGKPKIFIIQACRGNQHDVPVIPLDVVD
Target sequence (P55212 194-293 limits assumed): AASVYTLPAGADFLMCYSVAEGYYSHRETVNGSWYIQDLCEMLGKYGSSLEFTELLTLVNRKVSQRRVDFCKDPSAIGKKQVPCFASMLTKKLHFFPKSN
esBAF inh – Bmi1 luciferase reporter increase in mESCs, primary screen, esBAF inhibitor project, mouse ES cells, Bmi1 luciferase knock-in, single point; 24 h; 100% = twice the neutral-well signal; hit rate 2% among 350,000; reporter increase, % at 12.5 µM; in the data active = activation above about 40%; inconclusive = no clear call, values can overlap the other calls;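 also: 0% = median of the plate's neutral control wells and 100% = double that signal; a rise in the Bmi1 reporter signal indicates esBAF inhibition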
An asterisk follows results filed as active; ? = inconclusive; · = not tested or not shown; & = joins results of further samples.

SMILES	E-selectin induc	ARNT TACC3 PPI	ERp5 block	PglD inh	RAD54 branch	RAD52 inh	Casp6 inh	esBAF inh
O=C(Nc1cccc(N2C(=O)C3CCCCC3C2=O)c1)c1ccccc1 (centres undefined)	0.0	-4	-1	-1	0	-2	10	-1
CN1CCN(NC(=O)C2CC2)CC1	0.0	4	·	10	-2	·	·	·
O=C1CCCN1CCC1CCN(C2CC(=O)N(c3ccc(Cl)cc3)C2=O)CC1 (centres undefined)	·	-2	·	-1	1	·	·	-2
CN(C)CC(=O)Nc1ccc2c(c1)[C@@H]1C[C@H](CC(=O)NCCN3CCCCC3)O[C@H](CO)[C@@H]1O2	-0.1	-3	1	-3	9	-10	1	6
COCCN(C[C@@H]1N[C@@H](CO)[C@H]1c1ccc(-c2ccc(F)cc2)cc1)C(C)=O	0.1	0	-1	-4	1	-19	3	4
CCCNC(=O)[C@@H]1[C@@H](CO)[C@@H]2Cn3c(ccc(-c4ccccc4OC)c3=O)[C@H]1N2C(=O)NCCC	0.1	-3	-3	1	3	15	4	2
CCC(C)NC(=O)/C(=C/c1ccco1)c1ccccc1 (centres undefined)	·	-2	·	-9	-8	·	·	-3
O=C(OCC(=O)N1CCCC1=O)c1nc(Cl)ccc1Cl	·	-1	-2	·	·	-1	4	-3
O=C(Nc1cccc(NC(=O)c2cccs2)c1)c1ccc(Br)o1	-0.1	-5	2	2	-4	-16	-2	1
O=C(c1cccnc1)N1C[C@H]2[C@@H](c3ccccc31)[C@H](CO)N2Cc1ccc2c(c1)OCO2	0.8	-2	1	-5	4	-2	-1	-1
O=C(CN1CCCc2ccccc21)Nc1cccc(S(=O)(=O)N2CCCC2)c1	·	·	0	-3	3	-18	-4	11
O=C(CN1C(=O)/C(=C/c2ccccc2)SC1=S)NNC(=O)c1ccccc1O	-0.5	-7	3	·	·	-11	2	·
CC(=O)c1cccc(NC(=O)CCNC(=O)c2cccc(C)c2)c1	0.1	0	2	-2	-3	9	2	-1
COc1ccc(Nc2ncnc3sc(-c4ccccc4)cc23)cc1	·	-14	·	-2	-3	·	·	6
Cn1c(CNC(=O)CNC(=O)c2ccc(F)cc2)cc(=O)n(C)c1=O	-0.1	1	-6	3	-10	-7	0	5
Cc1cc(C)n(C(=O)Cn2nc([N+](=O)[O-])c(Br)c2C)n1	5.2	8	4	·	·	-10	-7	·
C[C@@H]1CN([C@H](C)CO)S(=O)(=O)c2ccc(C3=CCCCC3)cc2O[C@H]1CN(C)C(=O)Cc1cccnc1	-0.1	-1&-2	3&-6&13	5&-2&1	-9&2&1	-13&12&12	3&1&1	-2&7&0
CN(c1ccccc1)c1nc(N)c([N+](=O)[O-])c(N2CCCC2)n1	1.7	8	2	-6	-3	-11	3	?
Cc1cc(S(=O)(=O)Nc2ccc(C(=O)N3CCN(c4ccccc4O)CC3)cc2)ccc1F	-0.1	0	12	-3	13	-15	2	·
C/C=C/c1ccccc1[C@@H]1[C@@H](CO)N(C(C)=O)[C@H]1C#N	0.1	·	2	·	·	5	-4	·
C[C@@H]1CN([C@H](C)CO)S(=O)(=O)c2ccc(/C=C/c3ccccc3)cc2O[C@@H]1CN(C)C(=O)c1cccnc1	0.8	-5	9	12	2	-1	3	3
CC(C)OC(=O)N(C)C[C@H]1OCc2cn(nn2)CCCC(=O)N([C@@H](C)CO)C[C@@H]1C	-0.2&-0.2	-6&-3	1&5&5	-1&3	1&-6	8&-5&-12	-1&-4&1	0&-3
CCN(CC)c1ccc(N2C(=O)CSC2=S)cc1	·	36	-2	4	5	-51	·	2
CCOC(=O)c1c(C)[nH]c(C)c1C(=O)CSc1nnc(-c2cc(OC)c(OC)c(OC)c2)o1	·	-12	·	-2	4	·	·	5
COc1cc2c(cc1OC)CN(C(=O)CN1C(=O)NC3(CCC(C)CC3)C1=O)CC2 (centres undefined)	·	·	-1	1	-3	-11	-4	-1
CO[C@H]1CN(C)C(=O)c2ccc(NC(=O)C3CC3)cc2OC[C@H](C)NC[C@@H]1C	-0.2	·	11	·	·	-15	3	·
Cc1ccccc1CC(=O)Nc1ccc(S(=O)(=O)N2CCOCC2)cc1	·	·	2	-1	3	-9	0	4
CC(CNC(=O)CN1C(=O)C(=O)N(C2CCCC2)C1=O)c1ccccc1 (centres undefined)	0.5	-4	·	-1	-1	-12	0	-3
COc1cccc(NC(=O)c2ccc(C(=O)c3ccccc3)o2)c1	·	-12	-7	-2	8	-13	·	38
COc1ccc(N2CCN(c3cc(C(=O)NC4CCCCC4)ncn3)CC2)cc1OC	0.1	·	5	2	-6	2	-2	-3
COc1cc(OC)cc(C(=O)NCC(=O)OCC(=O)Nc2cc(S(C)(=O)=O)ccc2Cl)c1	0.7	0	6	-4	0	-14	0	-10
CC(C)(C)OC(=O)C[C@@H]1C/C=C\C[C@@H](CC(=O)N[C@H](CO)Cc2ccccc2)C(=O)NC[C@H](c2ccccc2)OC1=O	-0.1	-1	-3	4	6	-7	2	-2
CCCCCCCCCC(=O)N1CCN(c2cc3c(cc2F)c(=O)c(C(=O)O)cn3CC)CC1	·	-6	0	6	-1	-8	0	-1
O=C(O)c1ccc(CN2C[C@@H](CO)O[C@@H](n3cnc4c(NCc5ccco5)ncnc43)C2)cc1	0.0	·	2	-1	4	-3	4	-1
CC1CC(C)CN(C(=O)CCNC(=O)Cn2ccc3ccccc3c2=O)C1 (centres undefined)	·	-7	-5	-6	-9	0	8	-3
CCCC12CN(C(=O)c3ccc([N+](=O)[O-])cc3)CC(C)(CN(C(=O)c3ccc([N+](=O)[O-])cc3)C1)C2=O	·	·	2	0	4	-8	1	·
N#C[C@@H]1[C@@H](c2ccc(C3=CCCCC3)cc2)[C@@H](CO)N1C(=O)NC1CCCC1	0.1	·	0	·	·	7	0	·
CN(C)/C=N/c1sc2c(c1C#N)CC(C)(C)NC2(C)C	·	18	·	-3	8	·	·	-2
O=C(COC(=O)C1CCCC1)Nc1ncc(Cl)cc1Cl	0.0	-3	1	2	-7	-54	19	·
O=S(=O)(c1ccc(OCc2ccc(Br)cc2)cc1)N1CCOCC1	-1.3	-10	-9	-1	-7	3	-3	4
COC(=O)CCCC(=O)N1CCC(CCC(=O)NCc2ccc(F)cc2)CC1	·	-17	10	11	-3	-18	-1	0
O=C(C[C@@H]1CC[C@H](NC(=O)C2CCC2)[C@H](CO)O1)Nc1nccs1	-0.4	-2	-1	-2	4	-4	1	-5
C/C=C/c1ccc(OCCCNC2CCCC2)c(OC)c1	·	-4	·	-2	9	·	·	1
CN1CCN(c2ccc(C(=O)c3ccccc3)cc2[N+](=O)[O-])CC1	·	11	·	-6	2	·	·	39
O=C(C1CCN(C2CC(=O)N(c3ccc(Cl)cc3)C2=O)CC1)N1CCOCC1 (centres undefined)	·	-18	·	3	-6	·	·	-11
CCn1c(C(C)NC(=O)c2cccc(C)c2)nc2ccccc21 (centres undefined)	-0.1	6	-3	-1	-2	-5	-1	3
COc1ccc(NC(=O)Nc2ccc3c(c2)C(=O)N([C@H](C)CO)C[C@H](C)[C@H](CN(C)C)OCCCC[C@@H](C)O3)cc1	0.0	-4	-1&1	11	-4	8&-3	1&-6	-14
CNC(=O)CCC(=O)Nc1ccc(C)cc1	·	7	4	·	·	-5	2	10
CCOC(=O)c1c(-c2ccccc2)oc2ccc(OCC(=O)NN)cc12	0.4	24	-5	4	13	-6	-1	-9
CNc1nc(=O)n(C2CCCO2)cc1C (centres undefined)	0.2	-7	6	·	·	-4	3	·
Additional records.
SMILES	E-selectin induc	ARNT TACC3 PPI	ERp5 block	PglD inh	RAD54 branch	RAD52 inh	Casp6 inh	esBAF inh
CC(C)OCCCNC(=O)c1ccc2c(=O)n(Cc3ccc4c(c3)OCO4)c(=S)[nH]c2c1	·	-6	1	-2	-13	-18	9	-8
O=C(CSc1c(F)c(F)cc(F)c1F)Nc1ccc(C2SCCS2)cc1	5.8	-6	3	2	4	-36	-1	-7
COC(=O)C1=C(C)N(Cc2ccccc2C(F)(F)F)C(=NCc2ccc3c(c2)OCO3)NC1c1ccccc1 (centres undefined)	0.0	·	5	·	·	-8	0	·
CC(C)C[C@H]1COc2cccc(F)c2S(=O)(=O)N1	0.0&0.0	·	-4&-2	·	·	-18&-3	1&1	·
COc1ccc(S(=O)(=O)Nc2ccc3c(c2)C(=O)N([C@H](C)CO)C[C@@H](C)[C@H](CN(C)C(=O)NC(C)C)OCCCC[C@@H](C)O3)cc1	0.2	0	-2	2	6	18	0	-3
CN(Cc1ccco1)C(=O)c1ccc(N2CCCC2=O)cc1	·	-2	·	15	-1	·	·	0
OCc1ccnc2c(O)cccc12	·	66*	·	1	0	·	·	-3
CCOC(=O)C1=CCN(S(=O)(=O)c2ccc(C)cc2)C1c1cccs1 (centres undefined)	-0.1	·	5	5	-7	12	1	0
Fc1ccc(-c2nc3cnccn3c2NC2CCCC2)cc1	4.5	-12	2	·	·	-54	-5	-2
C[C@H]1CN([C@@H](C)CO)C(=O)c2c(c3ccccc3n2C)-c2ccccc2CO[C@@H]1CN(C)Cc1ccc(Cl)c(Cl)c1	12	·	0	·	·	14	1	·
CCN(CC)S(=O)(=O)c1cccc(NC(=O)CNC2CCCCCC2)c1	0.0	-4	4	0	-1	-11	-1	-2
O=C1CCCC(O)=C1N=Nc1c(Cl)cc(C(F)(F)F)cc1Cl	0.0	20	-2	-2	0	-12	5	-2
Cc1ccc(O)c(NC(=O)c2noc3c2CCc2ccccc2-3)c1	·	-11	-3	·	·	-30	0	35
Cc1ccc(NC(=O)c2cc(N3C(=O)C=CC3=O)ccc2N2CCOCC2)cc1	0.0	-10	14	·	·	-4	-12	·
O=C1NC2c3ccccc3C(=O)N2c2c1cnn2-c1ccccc1 (centres undefined)	·	1	·	0	4	·	·	0
Cc1ccc(O)c(C(=O)c2cc(C#N)c(=O)n(Cc3ccccc3)c2)c1	·	-11	-1	·	·	-52	-4	·
CC(OC(=O)CCCN=C1NS(=O)(=O)c2ccccc21)C(=O)Nc1ccccc1F (centres undefined)	-0.2	3	8	0	-2	-6	-1	-4
C[C@H](CO)N1C[C@H](C)[C@@H](CN(C)C(=O)C2CCC2)Oc2cc(-c3ccc(C(=O)N(C)C)cc3)ccc2S1(=O)=O	-0.8	-4	-1	9	10	6	2	5
COc1ccc(C2CC(=O)N(CC(=O)NCC3CCCO3)c3ccccc3S2)cc1OC (centres undefined)	·	1	-2	-4	3	-7	0	4
O=C(C1CCC1)N1CCCCN2[C@@H](CO)[C@H](c3ccc(C#CC4CCCC4)cc3)[C@@H]2C1	·	12	2	5	4	46	-1	·
COc1cc(C=Nc2cccc(C)c2)c(O)c([N+](=O)[O-])c1	0.8	-1	-3	2	-3	-11	-4	·
CC1(C(=O)NS(=O)(=O)C2CC2)CCCN(C(=O)/C=C/c2ccccc2)C1 (centres undefined)	0.0	·	3	-4	0	-12	-4	0
COCc1cc(C)nc(SCC(=O)Nc2ccc(C)c(C)c2)c1C#N	·	-43	·	4	11	·	·	43*
